# Screens as filed in PubChem.
# Spn PMK inh: inhibitors of Streptococcus pneumoniae phosphomevalonate kinase. purified PMK, PK/LDH-coupled NADH absorbance 340 nm. inhibition, % at 10 µM. 0.49% of 65,000 active. AID 539;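 active = top-ranked compounds by inhibition in the single 10 µM screen, taking a fixed number of the strongest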;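 note: 0% = full reaction with DMSO carrier and 100% = background rate without enzyme reaction; no value below 0 was filed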
# Bfl-1 displacement: displacement of Bid BH3 peptide from Bfl-1 – biochemical, fluorescence polarization, FITC-Bid, mouse, primary screen (AID 432). FITC-Bid BH3 peptide fluorescence polarization displacement; higher % means a stronger effect. displacement, % at 20 µM; hits with a dose series show IC50 in µM. 0.02% of 64,000 active; in the data active = a potency from the dose series; inactive = the rest, 99 in 100 with displacement below about 15%; note: strong numbers were not always called active
# KRASV12 cytotoxicity: cytotoxicity in KRAS-transformed pancreatic duct cells, primary screen, cell-based, fluorescence, HTS (AID 431); HPDE-C7K KRASV12 cells, Alamar Blue viability, 48 h; higher % means a stronger effect; cytotoxicity, % at 10 µM; hits with a dose series show EC50 in µM; 1.7% of 63,000 active;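 active = compounds whose percent cytotoxicity in the single-dose primary screen, scaled between solvent and toxic-drug controls, exceeds 50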;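 note: 0% = DMSO solvent wells and 100% = doxorubicin-treated wells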
# LYP inhibition: LYP phosphatase inhibitors, primary screen, biochemical, DiFMUP fluorescence, recombinant catalytic domain, 10 µM (AID 606); 52,000 tested, under 10 active; recombinant LYP catalytic domain, DiFMUP fluorescence; higher % means a stronger effect; inhibition, % at 10 µM; hits with a dose series show IC50 in µM;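 active = IC50 under 40 µM in the dose-response test; inactive = IC50 of 40 µM or more, or never dose-tested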
# DPM-DC inhibit: inhibitors of Streptococcus pneumoniae diphosphomevalonate decarboxylase. AID 556. purified DPM-DC, PK/LDH coupled NADH fluorescence. calls only at 10 µM. 0.49% of 65,000 active;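 active = the 320 compounds with the highest percent inhibition in the single-dose primary screen, excluding strongly autofluorescent ones, cut at about 32% in these data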;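 note: kinetic rate of NADH fluorescence loss reporting ADP formed by the decarboxylase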
# Alkaline phosphatase: human TNAP enzyme inhibitors, biochemical, luminescent (AID 518); inhibition, % at 20 µM, or IC50 in µM where a hit was titrated; 0.09% of 64,000 active; purified TNAP enzyme, luminescent substrate readout; higher % means a stronger effect; in the data active = a potency from the dose series; inactive = the rest, 99 in 100 with inhibition below about 22%;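 note: plate controls were vehicle for no effect and reference inhibitor for full effect; many of its hits are not listed in these tables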
# HT1080 cytotoxicity: HT1080 cell viability loss – fluorescence readout (AID 620) | HT1080 viability, fluorescence; higher % means a stronger effect | 0.42% of 87,000 active | one-dose cytotoxicity, % at 10 µM; EC50 in µM for titrated hits;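 note: cells exposed to compound overnight then 4 h with Alamar Blue; 0% = vehicle DMSO and 100% = killing control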
# MK inhibit: S. pneumoniae mevalonate kinase inhibition; purified MK, PK/LDH-coupled NADH absorbance 340 nm; inhibition, % at 10 µM; 0.48% of 65,000 active; AID 555;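 active = ranked among the strongest by inhibition in the single 10 µM screen, a fixed top-ranked set picked for dose follow-up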; note: no value below 0 was filed
# HPDE-C7 cytotoxicity: HPDE-C7 pancreatic duct cell viability loss – fluorescence, HTS (AID 430); HPDE-C7 pancreatic duct cells viability, fluorescence; higher % means a stronger effect; one-dose cytotoxicity, % at 10 µM; EC50 in µM for titrated hits; 1.8% of 63,000 active;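 note: cells exposed to compound for 48 hours before viability readout; 0% = vehicle and 100% = reference cytotoxic drug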
# Spn PMK inh pilot replicates: also measured in Spn PMK inh; calls as there; inhibition, %; measured here: pilot screen replicates
# MK inhibit pilot replicates: recorded beside MK inhibit, whose call it bears; inhibition, %; measured here: pilot screen replicates
# DPM-DC inhibit pilot screen %: second read-out of DPM-DC inhibit, no call of its own (marks repeat the call); inhibition, %; measured here: pilot screen trials
# * hit, by the source's call; i = inactive; . = no result given. Cut-off read from the data, not from the text of the source, unless noted: active = cytotoxicity above about 50%; inactive = the rest.
SMILES,Spn PMK inh,Bfl-1 displacement,KRASV12 cytotoxicity,LYP inhibition,DPM-DC inhibit,Alkaline phosphatase,HT1080 cytotoxicity,MK inhibit,HPDE-C7 cytotoxicity,others
COc1ccc(N(C(=O)c2cccc(OC)c2OC)C2C=CS(=O)(=O)C2)cc1 (stereo not drawn),16,5%,-3%,6%,i,0%,10%,1,1%,
O=C(CSc1nnc(COc2ccc3c(c2)CCCC3)o1)Nc1ccc(F)cc1,0,-3%,10%,-4%,i,7%,1%,9,7%,
CCCS(=O)(=O)NCc1cn2cccc(C)c2n1,15,.,.,-2%,i,.,3%,1,.,
Cc1ccc(-c2cc(C(F)F)nc(N3CCC(C)CC3)n2)cc1,0,6%,19%,9%,i,16%,0%,6,26%,Spn PMK inh pilot replicates=1.0;MK inhibit pilot replicates=0.5;DPM-DC inhibit pilot screen %=3.0
Cc1onc(-c2ccccc2Cl)c1C(=O)OCn1nnc2ccccc2c1=O,11,.,.,-19%,i,.,0%,4,.,
COC(=O)c1c(C)oc2ccc(OC(=O)N3CCOCC3)cc12,0,-3%,4%,6%,i,9%,12%,5,-8%,
Cc1c(NC(=O)C(C)N2C(=O)c3ccccc3C2=O)c(=O)n(-c2ccccc2)n1C (stereo not drawn),0,0%,-17%,5%,i,10%,1%,1,-25%,
CCOc1ccccc1OCCOCCN1CC(C)OC(C)C1 (stereo not drawn),5,-2%,1%,-11%,i,7%,-2%,14,7%,
CCOC(=O)c1c(NC(=O)CSc2nnc(C)c(=O)[nH]2)sc2c1CCC2,6,8%,19%,4%,i,11%,-5%,0,14%,
CCC(OC(=O)c1ccco1)C(=O)NCc1ccc(C)cc1 (stereo not drawn),8,-1%,2%,8%,i,11%,-16%,10,1%,
O=C(CN1CCN(c2ccc(F)cc2)CC1)Nc1nnc(-c2ccccc2)s1,11,-5%,-24%,23%,i,0%,2%,0,-21%,
S=C(c1ccc(-c2cc(Cl)ccc2Cl)o1)N1CCOCC1,0,4%,-14%,10%,i,6%,-7%,7,-26%,Spn PMK inh pilot replicates=2.5;MK inhibit pilot replicates=0.0;DPM-DC inhibit pilot screen %=0.0
O=C(CN1CCC(n2nnc3cc(F)ccc32)CC1)Nc1ccccc1N1CCOCC1,15,-6%,-19%,19%,i,7%,7%,0,-20%,
CN(C)c1nc(N)nc(-c2ccco2)n1,14,-6%,.,13%,i,9%,4%,11,.,
C=C(C)CSc1nnc([C@@H](NC(=O)OC(C)(C)C)C(C)CC)o1 (stereo partly drawn),10,-2%,-2%,-8%,i,2%,6%,9,-9%,

# 3 compounds already listed, arranged by molar mass, rising:
SMILES,Spn PMK inh,Bfl-1 displacement,KRASV12 cytotoxicity,LYP inhibition,DPM-DC inhibit,Alkaline phosphatase,HT1080 cytotoxicity,MK inhibit,HPDE-C7 cytotoxicity,others
COC(=O)c1c(C)oc2ccc(OC(=O)N3CCOCC3)cc12,0,-3%,4%,6%,i,9%,12%,5,-8%,
O=C(CN1CCN(c2ccc(F)cc2)CC1)Nc1nnc(-c2ccccc2)s1,11,-5%,-24%,23%,i,0%,2%,0,-21%,
Cc1c(NC(=O)C(C)N2C(=O)c3ccccc3C2=O)c(=O)n(-c2ccccc2)n1C (stereo not drawn),0,0%,-17%,5%,i,10%,1%,1,-25%,

# Next section:
SMILES,Spn PMK inh,Bfl-1 displacement,KRASV12 cytotoxicity,LYP inhibition,DPM-DC inhibit,Alkaline phosphatase,HT1080 cytotoxicity,MK inhibit,HPDE-C7 cytotoxicity,others
O=C(NCCC1=CCCCC1)c1cnccn1,8,8%,-7%,5%,i,5%,0%,12,1%,
COc1ccc(CN2CC(C(=O)NCCCN3CCN(Cc4ccccc4)CC3)CC2=O)cc1 (stereo not drawn),22,0%,-5%,15%,i,6%,.,0,-14%,
COc1cccc(N2CC34C=CC(O3)C(C(=O)O)C4C2=O)c1 (stereo not drawn),0,-4%,-4%,.,i,-1%,-1%,1,-9%,
CC(C)CCOCC1CC2(CC(C)(c3csc(N)n3)OC2=O)C(=O)O1 (stereo not drawn),3,3%,6%,0%,i,17%,-2%,6,-2%,
CCN1C(=O)c2ccc(C(=O)O)cc2C1=O,12,-10%,-12%,.,i,-7%,1%,4,-10%,
O=C(N1CCOCC1)N(Cc1ccco1)CC1CCCO1 (stereo not drawn),4,7%,8%,13%,i,7%,.,0,4%,
COc1ccc(-c2nn3cnnc3s2)cc1OC,8,-13%,6%,.,i,7%,16%,4,2%,
C=CCOC(=O)C1=C(C)NC(SCC(=O)N(CC)CC)=C(C#N)C1c1ccco1 (stereo not drawn),0,6%,-4%,-8%,i,20%,-8%,3,13%,
COC(=O)c1ccc(CSc2nc3c(cnn3-c3ccc(F)cc3)c(=O)[nH]2)o1,i,7%,2%,6%,i,12%,-5%,i,-6%,Spn PMK inh pilot replicates=1.0;MK inhibit pilot replicates=6.5;DPM-DC inhibit pilot screen %=4.0
O=C(CN1CCN(c2ccc(F)cc2)CC1)Nc1ccc(F)c(F)c1,9,-8%,-10%,12%,i,0%,8%,0,-13%,
Cc1ccc(S(=O)(=O)N2CCC(C(=O)OCC(=O)N3CCc4ccccc43)CC2)cc1,21,-2%,-19%,14%,i,8%,-6%,8,-16%,
CCOc1ccccc1C(=O)Nc1nnc(C(C)C)s1,8,-2%,7%,15%,i,2%,1%,9,4%,
Cc1cccc(C2N(c3nccs3)C(=O)C3CCCN32)c1 (stereo not drawn),19,-1%,.,9%,i,-3%,4%,0,.,
CCCc1cc(C(=O)NCCc2ccc(OC)c(OC)c2)no1,7,0%,-4%,12%,i,8%,0%,4,-8%,
O=C(c1cc2nc(-c3ccco3)cc(C(F)(F)F)n2n1)N1CCCc2ccccc21,15,-5%,3%,.,i,7%,-1%,0,-11%,
Cc1ccc(S(=O)(=O)C(C#N)c2nc3ccccc3nc2N2CCCC2)cc1 (stereo not drawn),7,77%,34%,23%,.,9%,-4%,6,23%,
CN(C)c1ccc(NC(=O)c2sc(SCC(=O)Nc3nccs3)nc2N)cc1,7,4%,26%,8%,i,14%,4%,0,13%,
CC(NC(=O)Nc1ccc2c(c1)OCO2)C1CCCO1 (stereo not drawn),10,-3%,-8%,10%,i,8%,-2%,7,-1%,
Cc1ncc(CSc2nc3ccccc3[nH]2)c(N)n1,23,-10%,-10%,18%,i,16%,1%,0,-17%,Spn PMK inh pilot replicates=0.0;MK inhibit pilot replicates=0.0;DPM-DC inhibit pilot screen %=0.0
COc1ccc(CCN/C=C2/CC(=O)NC2=O)cc1OC,6,2%,.,0%,i,13%,0%,6,.,
Cc1cc2ncn(C(=O)c3c(-c4c(Cl)cccc4Cl)noc3C)c2cc1C,9,-7%,17%,.,i,7%,0%,7,5%,
COc1ccccc1C(=O)Nc1nc2ccc(S(C)(=O)=O)cc2s1,0,-3%,0%,7%,i,15%,2%,11,3%,Spn PMK inh pilot replicates=0.0;MK inhibit pilot replicates=0.0;DPM-DC inhibit pilot screen %=0.0
COc1ccc2cc3cc(C(=O)NCC4COc5ccccc5O4)oc3nc2c1 (stereo not drawn),10,-3%,7%,-5%,.,6%,-2%,0,-10%,
O=C(O)C1CCCN1C(=O)c1cccs1 (stereo not drawn),19,-2%,-14%,14%,i,12%,0%,0,-14%,Spn PMK inh pilot replicates=0.0;MK inhibit pilot replicates=0.0;DPM-DC inhibit pilot screen %=0.5
COc1ccc2[nH]c(C(=O)O)c(NS(=O)(=O)c3ccc(OC)c(OC)c3)c2c1,11,2%,6%,.,i,10%,-17%,4,1%,
COc1ccc(C(CC(=O)O)NC(=O)OC(C)(C)C)cc1 (stereo not drawn),0,-4%,-7%,.,i,21%,-4%,2,-11%,
Cc1onc(-c2ccccc2Cl)c1C(=O)Nc1ccccc1C(=O)NC(C)C,5,-3%,4%,-3%,i,11%,-7%,5,4%,
Cc1nc2ncnn2c(Nc2ccc3c(c2)OCCO3)c1C,9,8%,15%,9%,i,15%,17%,0,12%,Spn PMK inh pilot replicates=2.0;MK inhibit pilot replicates=11;DPM-DC inhibit pilot screen %=4.5
CCOc1nc(SC(C(C)=O)C(=O)Nc2ccccc2)nc(N(C)C)n1 (stereo not drawn),1,-8%,-8%,8%,i,2%,-14%,3,0%,
Cc1nnc(Sc2cc(C(=O)NCc3ccco3)c3ccccc3n2)s1,7,-8%,-13%,.,i,3%,2%,6,-12%,
Cc1cccc(N(CC(=O)Nc2ccc(CC#N)cc2)S(C)(=O)=O)c1,0,-10%,2%,.,i,13%,-3%,4,-6%,Spn PMK inh pilot replicates=2.5;MK inhibit pilot replicates=0.0;DPM-DC inhibit pilot screen %=0.0
c1ccc(-c2nnc(CSc3nncs3)o2)cc1,0,-3%,-7%,-3%,i,17%,1%,4,-12%,Spn PMK inh pilot replicates=6.5;MK inhibit pilot replicates=0.0;DPM-DC inhibit pilot screen %=9.5
Cc1nccn1CCCN1C(=O)OC2(CCCCC2)C1(C)O (stereo not drawn),20,5%,6%,14%,i,23%,-6%,0,6%,Spn PMK inh pilot replicates=0.0;MK inhibit pilot replicates=0.0;DPM-DC inhibit pilot screen %=0.0
CC1CCCC(NC(=O)CN2CCN(Cc3ccc(Cl)cc3)C2=O)C1C (stereo not drawn),11,-26%,7%,12%,i,-2%,22%,6,-6%,Spn PMK inh pilot replicates=3.0;MK inhibit pilot replicates=0.5;DPM-DC inhibit pilot screen %=0.0
CCn1c(SCC(=O)N2CCCc3ccccc32)nc2cccnc21,8,2%,10%,-12%,i,8%,-3%,0,10%,
CCCOc1ccc(N2CC(C(=O)Nc3ncccc3C)CC2=O)cc1 (stereo not drawn),14,-4%,-18%,.,i,-1%,1%,7,-6%,
CCN1C(=O)c2cccc3c(NC(=O)c4ccc5c(c4)OCCO5)ccc1c23,15,-89%,95%*,-1%,i,14%,-5%,5,85%*,Spn PMK inh pilot replicates=5.0;MK inhibit pilot replicates=1.0;DPM-DC inhibit pilot screen %=1.0
Cc1ccc(NC(=O)C2CCCN(S(=O)(=O)c3c(C)noc3C)C2)cc1F (stereo not drawn),12,-1%,-5%,.,i,12%,3%,1,-12%,
Cc1ccc(CC(=O)OCCNC(=O)c2cccnc2)cc1,13,3%,-29%,.,i,2%,7%,2,-28%,
CCOC(=O)CNS(=O)(=O)c1ccc(C(=O)O)cc1,12,-6%,-12%,.,i,4%,5%,11,-8%,
COc1cc(NC(=O)N[C@H](C(=O)O)C(C)C)cc(OC)c1,0,-3%,-6%,.,i,9%,-2%,3,-5%,
CCOC(=O)N1CCC(N2Cc3cccc(C(=O)NCc4ccc(OC)cc4)c3C2=O)CC1,10,-5%,-7%,.,i,2%,0%,11,0%,
N#CC(C(=O)NC1CC1)c1nc2ccccc2nc1N1CCCC1 (stereo not drawn),16,9%,7%,-14%,i,15%,-3%,0,2%,
COc1ccc(CNc2nc3c(c(=O)n(Cc4ccc(Cl)cc4)c(=O)n3C)n2C)cc1,1,0%,33%,.,i,1%,25%,5,27%,
COc1nc(C)ccc1-c1noc(-c2ccccn2)n1,0,-12%,.,10%,i,14%,-9%,11,.,
O=C(Nc1cccc(O)c1)c1ccc(Br)cc1,7,0%,-2%,1%,i,4%,9%,8,-7%,
COc1cc(OC)cc(-c2nnc(SCC(=O)N3CCCCC3)o2)c1,4,-9%,4%,7%,i,3%,-4%,8,6%,
